# Source: PubChem (National Center for Advancing Translational Sciences (NCATS))
# MCF10A rerep = A quantitative high throughput screen for small molecules that induce DNA re-replication in MCF 10a normal breast cells; AID 624296, 2012; MCF 10A DNA re-replication, Hoechst nuclear intensity, 48 h; 350,000 compounds, 2.9% hits; Potency, µM (highest dose often 46.1 µM), inactives show top-dose activity, positive = re-replication, most hits filed as activators; further: potency means the concentration at half of the fitted maximal effect; % of control where 0% means no effect; nearly all actives have a fitted effect of over 50% in size
# IL-1B inflam inh = qHTS for Inhibitors of Inflammasome Signaling: IL-1-beta AlphaLISA Primary Screen | THP-1 LPS/ATP IL-1B secretion, AlphaLISA, 16 h; active compounds read low | activity change, % at 57.5 µM | 360,000 compounds, 4.7% hits | AID 743279, 2014; in the data active means activity change below about -50%; inconclusive means mostly about -30% to -49%; further: on the % scale 0 is the no-effect control and ±100 the full control effect
#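 Secreted IL-1B measured by AlphaLISA bead assay after 16 h compound exposure of THP-1 cells; compounds (final up to 57.5 uM) added 1 h before LPS (250 ng/mL) and ATP (1.25 mM) stimulation; lower signal means less secretion.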
# ATXN2 expr inh = Primary qHTS for Inhibitors of ATXN expression | HEK-293 ATXN2-luciferase reporter, luminescence, 24 h | Potency, µM (doses to about 57 µM), for the others: top-dose activity change, negative = inhibition, actives largely listed as inhibitors | 360,000 compounds, 0.72% hits | AID 1745845, 2022; further: potency means the concentration at half of the fitted maximal effect; on the % scale 0 is the no-effect control and ±100 the full control effect; nearly all actives have a fitted effect of over 55% in size
#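 ATXN2-luciferase reporter cells (luciferase flanked by upstream and downstream ATXN2 gene portions) were treated 24 h at 37 °C with compounds at up to 57 uM. SteadyGlo luminescence gave expression; GF-AFC fluorescence gave viability.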
# S2 tox = Viability Counterscreen for Primary qHTS for Inhibitors of ATXN expression | Potency, µM (series often up to 56.7 µM), hits mostly cytotoxic | 400,000 compounds, 0.49% hits | S2 cells (HEK-293 line with an ATXN2-luciferase reporter) viability, CellTiter-Fluor protease fluorescence, 24 h; further: potency means the concentration at half of the fitted maximal effect; nearly all actives have a fitted effect of over 40% in size
# KB-3-1 tox = qHTS assay for MDR1-selective chemotherapeutics: Primary screen using the parental adenocarcinoma cell KB-3-1 | AID 1347075, 2019 | Potency, µM (doses to about 46.1 µM), inactives show top-dose activity change, negative = cytotoxic, most hits filed as cytotoxic | KB-3-1 viability, CellTiter-Glo ATP luminescence, 72 h | 400,000 compounds, 1.4% hits; further: potency means the concentration at half of the fitted maximal effect; on the % scale 0 is the no-effect control and ±100 the full control effect; nearly all actives have a fitted effect of over 60% in size
#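 Cytotoxicity in the drug-sensitive parental line KB-3-1 was scored as loss of CellTiter-Glo luminescence following 72 h incubation with compound. Values come from curve fitting of normalized concentration-response data.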
# HT1080 IDH1KD tx = qHTS for induction of synthetic lethality in tumor cells producing 2HG: qHTS for the HT-1080-IDH1KD cell line | HT-1080 IDH1 knockdown viability, ATP luminescence, 48 h | 360,000 compounds, 2% hits | Potency, µM (doses to about 46.1 µM), without a hit: at the highest dose activity, negative = toxicity, hits mostly cytotoxic | AID 686971, 2013;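 further: potency means the concentration at half of the fitted maximal effect; 0% = DMSO wells and -100% = cell-free medium wells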
#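 In this qHTS, HT-1080 cells depleted of IDH1 are exposed for 48 h at 37 °C to compound titrations. Toxicity is scored from CellTiter-Glo luminescence, with DMSO as full viability and medium alone as none.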
# SW480 rereplic = A quantitative high throughput screen for small molecules that induce DNA re-replication in SW480 colon adenocarcinoma cells. SW480 DNA re-replication, Hoechst DNA content imaging, 48 h. 340,000 compounds, 1.8% hits. AID 624297, 2012. Potency, µM (doses to about 46.1 µM), inactives show at the highest dose re-replication activation, actives largely listed as activators; further: potency means the concentration at half of the fitted maximal effect; % of control where 0% means no effect; nearly all actives have a fitted effect of over 55% in size
#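 First, 250 cells per well were seeded. Next, compound or vehicle (23 nL) was pinned in, plates sat 48 hr at 37 C. Finally Hoechst was added for 40 min before fluorescence scanning.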
# HT1080-NT tox = qHTS for induction of synthetic lethality in tumor cells producing 2HG: qHTS for the HT-1080-NT fibrosarcoma cell line; 360,000 compounds, 1.6% hits; AID 686970, 2013; Potency, µM (doses to about 46.1 µM), for the others: at the top dose activity, negative = less viability, actives largely listed as cytotoxic; HT-1080-NT fibrosarcoma viability, CellTiter-Glo ATP luminescence, 48 h;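 further: NT is the 2HG producing partner of a matched IDH1 knockdown line; potency means the concentration at half of the fitted maximal effect; 0% = DMSO-treated cells and -100% = media-only wells without cells; nearly all actives have a fitted effect of over 55% in size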
#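 Viability by CellTiter-Glo luminescence after 48 h compound exposure at 37C of HT-1080-NT cells (750/well, RPMI, 5% FBS). % activity scaled between DMSO wells and medium-only wells, then curve-fitted and categorized by curve class.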
# KB-V1 cytotox = qHTS assay for MDR1-selective chemotherapeutics: Primary screen using the drug-selected MDR subline cells KB-V1; KB-V1 MDR cells viability, CellTiter-Glo, 72 h; Potency, µM (highest dose often 46.1 µM), without a hit: at the highest dose activity change, negative = cytotoxicity, usual class: cytotoxic; 400,000 compounds, 3.4% hits; AID 1347076, 2019; further: potency means the concentration at half of the fitted maximal effect; on the % scale 0 is the no-effect control and ±100 the full control effect; nearly all actives have a fitted effect of over 60% in size
#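 Cytotoxicity toward P-gp-expressing KB-V1 cells was determined as loss of CellTiter-Glo luminescence after 72 h at 37 degrees C. Compounds were tested in quantitative HTS format across a concentration range, with curves fitted to normalized data.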
# * = called active by the depositor; i = inactive; ? = inconclusive; nt = no result given; & = joins results of further samples; [ ] = dose if it differs, or a comment. Unless noted, the call rests on the fitted dose curve; in most records, active means well fitted curve in the direction sought with a large enough effect; inconclusive means small, poorly fitted or top-dose-only effect, or another doubt; inactive means no such curve, though single readings can be large; an effect the other way counts as inactive or inconclusive.
SMILES,MCF10A rerep,IL-1B inflam inh,ATXN2 expr inh,S2 tox,KB-3-1 tox,HT1080 IDH1KD tx,SW480 rereplic,HT1080-NT tox,KB-V1 cytotox
CCN(CC)C(=O)C1=C(C)N(CCCOC)C(=O)C(CC(=O)NC(c2ccccc2)c2ccccc2)C1 (configuration not stated),nt,3.6,-2.1%,i,1.4%,-0.5%,nt,0.3%,-8.9%
Cc1ccc2c(c1)C(c1ccccc1)N(C(=O)c1ccccc1[N+](=O)[O-])CC(=O)N2 (configuration not stated),14.1%,20.4,-18.5%,i,-12.1%,-17.2%,1.3%,2.1%,0.1%
CCCCSCCCNC(=S)Nc1ccccc1C,-12.7%,19.7,-13.2%,i,-14.7%,6.4%,-9.0%,15.7%,?
COc1ccc(C=O)cc1COc1ccc(F)cc1F,0.1%,14.1,-0.4%,i,-18.5%,5.9%,?,-9.1%,-0.3%
Cc1ccc(-c2csc(NC(=O)C3=NN(c4ccccc4)C(=O)CC3)n2)cc1,?,0.0,-15.4%,i,?,-23.5%,-23.0%,?,?
C=CCn1c(SCC(=O)Nc2ncc(Cc3ccc(Br)cc3)s2)nnc1-c1ccncc1,0.1%,12.9,-26.4%,i,-3.2%,?,-0.4%,?,-3.8%
CN[C@H]1C[C@H]2c3cc(Oc4ccccc4C)ccc3CCN2C(=O)[C@H]1[C@H](C)O,nt,-11.0,9.5%,i,0.1%,?,nt,?,27.8%
Cc1nc(SCC(=O)Nc2ccccc2Cl)oc1C,0.6%,25.0,-3.4%,i,-1.4%,-3.2%,-1.9%,-7.4%,-17.3%
CCN(c1ccccc1)S(=O)(=O)c1ccc(OC)c(NC(=O)CN2C(=O)NC(C)(C)C2=O)c1,1.7%,-4.5,8.2%,i,?,7.7%,0.3%,0.6%,0.7%
Cc1ccc(CN2CCN(CC(=O)N/N=C/c3ccc(C)o3)CC2)cc1,-4.2%,-12.0,nt,i,3.0%,0.7%,20.3%,0.6%,-6.0%
CCC(CC)C(=O)N1CCc2cc(OC)c(OC)cc2C1COc1ccc2c(C)cc(=O)oc2c1 (configuration not stated),nt,nt,2.8%,i,0.2%,nt,nt,nt,?
CCCCN(C(=O)C(C)(C)Oc1ccc(Cl)cc1)c1c(N)n(CCC)c(=O)[nH]c1=O,-0.6%,-3.3,nt,i,3.8%,6.6%,3.3%,9.0%,?
CCC1CCCCN1CCCNC(=O)C(C)n1nc(C)c2sc3ccccc3c2c1=O (configuration not stated),7.3%,?,-34.0%,i,?,-25.1%,?,-21.3%,0.4%
CCCCN(C(=O)CCn1c(=O)oc2ccccc21)c1ccccc1,-5.7%,-4.9,-22.5%,?,0.9%&-3.9%,5.9%,-19.9%,-1.3%,-3.8%&-26.0%
O=C(CCN1C(=O)c2ccccc2S1(=O)=O)Nc1ccc(Cl)cc1,-0.1%,13.1,5.9%,i,5.6%,-7.0%,7.0%,-8.0%,-3.3%
Nc1nc(NCC2CCCO2)nc(Nc2cccc(F)c2)c1[N+](=O)[O-] (configuration not stated),-3.1%,10.8,-24.1%,?,9.2%,6.2%,-4.4%,19.2%,5.7%
O=C1C2CC=C(Cl)CC2C(=O)N1CN(Cc1ccco1)CN1C(=O)C2CC=C(Cl)CC2C1=O (configuration not stated),-2.9%,30.4,-5.3%,i,5.9%,3.5%[9.24 µM],-5.3%,-2.7%,2.6%
COC(=O)c1ccccc1NC(=O)c1cnn(-c2ccc(F)cc2)c1-n1cccc1,nt,nt,0.8%,i,-3.9%,nt,nt,nt,-36.6%
Cc1ccc(CN(Cc2ccccc2)C(=S)NCC(=O)NCc2cccnc2)o1,-0.8%,-3.7,-23.5%[11.3 µM],i,-5.8%,-1.4%,-12.7%,-1.5%,-25.7%
CCOC(=O)c1cnc(-c2ccccc2)nc1N1CCOCC1,?,0.0,5.0%,i,5.6%,-9.7%,-0.4%,2.1%,-7.1%
O=S(=O)(Nc1ncnc2sccc12)c1cccc(F)c1,7.7%,12.6,-20.4%,i,-8.2%,-0.4%,0.0%,1.6%,-11.1%
Nc1nonc1-n1nnc(C(=O)N/N=C/c2ccccc2Cl)c1COc1ccc(F)cc1,8.6%,-6.1,-33.0%,i,-3.3%,-3.5%,-13.4%,-6.9%,-3.6%
Cc1oc2c(c1C(=O)NCc1cccc(Br)c1)C1=NCCN1C=N2,nt,nt,-8.5%,i,1.5%,nt,nt,nt,-18.8%
CCCC(=O)Nc1cc(C(=O)N(C)CC(OC)OC)ccc1S(=O)(=O)c1ccc(C)cc1,-6.8%,-0.2,-0.4%,i,0.3%,-6.3%,1.1%,1.9%,-8.8%
CCCC(=O)Nc1ccc(C(=O)Nc2ccc([N+](=O)[O-])cc2OC)cc1,-7.6%,-14.9,-1.6%,i,-5.0%,0.9%,-28.9%,-10.7%,-4.9%

# (list continues)
SMILES,MCF10A rerep,IL-1B inflam inh,ATXN2 expr inh,S2 tox,KB-3-1 tox,HT1080 IDH1KD tx,SW480 rereplic,HT1080-NT tox,KB-V1 cytotox
O=C1C2C(C(=O)N1/N=C/c1cccc([N+](=O)[O-])c1)C1C=CC2C12CC2 (configuration not stated),-0.9%,4.3,61.7%[activator],i,17.3%,16.4%,-2.5%,0.7%,24.3%
CCCCn1c(O)c(C(CC)=Nc2ccc3c(c2)CCC3)c(=O)[nH]c1=O,32.6%,-12.1,-9.4%,i,-3.0%,-7.9%,7.8%,-2.5%,-22.6%
CCOC(=O)c1c(NC(=O)c2cc(Cl)ccc2Cl)sc2c1CCCC2,nt,nt,3.6%,i,-0.8%,nt,nt,nt,6.9%
Cc1cc(C)nc(NS(=O)(=O)c2ccc(N=NN(C)C)cc2)n1,-2.0%,33.0,nt,i,-2.8%,1.8%,-2.9%,0.0%,-7.6%
O=C(NCc1ccc(F)cc1)C1Cc2ccccc2CN1C(=O)c1ccco1 (configuration not stated),14.1%,-0.3,nt,?,-0.6%,-8.5%,7.1%,-6.9%,-18.9%
NS(=O)(=O)c1ccc(-n2nncc2-c2ccco2)cc1,-36.4%,14.1,0.0%,i,3.0%,7.7%,-23.7%,?,20.9%
CCCCC(=O)O[C@H]1CC[C@H]2[C@@H]3CCc4cc(O)ccc4[C@H]3CC[C@]12C,24.2%&-0.3%,6.9,?,?,?,?,8.7%&-3.1%,20.6µM*,?
O=C(Nc1ccccc1C(=O)N1CCOCC1)c1ccc(Cl)cc1,1.3%,12.7,nt,i,-0.9%,7.1%,?,4.5%,-0.5%
Cc1nn(Cc2ccccc2)c(C)c1C(=O)N1CCN(S(=O)(=O)/C=C/c2ccccc2)CC1,-1.5%,-1.5,nt,nt,0.4%,0.0%,-3.9%,3.4%,14.6%
COC(=O)c1cc(S(=O)(=O)N2CCC(c3ccccc3)C2)c[nH]1 (configuration not stated),3.3%,30.9,nt,i,?,-1.9%,?,?,-14.4%
O=C(COC(=O)c1cnccn1)NCCc1ccccc1,-180.0%[0.0737 µM],-5.8,5.4%,i,13.3%,-2.3%,-16.2%,-1.0%,25.0%
CC(C)C[C@H](NC(=O)CCn1nnc2ccccc2c1=O)C(=O)O,-4.1%,0.0,-5.8%,i,5.2%,-4.8%,-6.2%,2.0%,?
CC1=C(C(=O)N(C(C)C)C(C)C)CC(CC(=O)NC2CC2)C(=O)N1Cc1ccccc1 (configuration not stated),nt,-10.8,-9.3%,i,0.0%,28.4%,nt,11.3%,-24.1%
Cc1ccccc1OCCn1c(=O)sc2ccccc21,0.3%,-5.5,17.8%,i,-1.8%,-12.9%,4.2%,-11.7%,-5.8%
C=C(C)c1cccc(C(C)(C)NC(=O)NC2CCCC2)c1,-4.0%,3.5,-2.7%,?,6.8%,8.9%,-2.0%,9.9%,?
COc1ccc(C(=O)OCC(=O)N2CCc3ccccc3C2)cc1OC,-2.7%,-0.4,0.9%,i,nt,4.3%,-7.6%,20.7%,nt
CCOc1ccc(NC(=O)CSc2nnc(Cc3cccn3C)n2-c2ccc(F)cc2)cc1,-0.1%,-27.7,9.1%,i,2.4%,-1.9%,8.3%,-3.2%,1.4%
O=S(=O)(NC1CCCCCCC1)c1ccc(F)cc1,?,nt,-10.8%,i,-0.8%,-5.6%,-6.1%,-25.3%,-13.8%
Cc1nc2c(nnn2Cc2c(Cl)cccc2Cl)c(=O)[nH]1,-4.0%,2.3,-7.0%,i,0.6%,-10.2%,-27.6%,-5.8%,0.7%
CC1CN(Cc2ccccc2)C(=S)N(c2ccccc2)C1=O (configuration not stated),-13.3%,11.9,-4.4%,i,-17.0%,7.1%,-6.2%,-7.6%,-2.4%
CNc1nc(NN)nc(Nc2ccccc2)n1,3.1%,-25.8,nt,i,-1.8%,0.0%,-8.6%,-2.9%,?
CCOc1ccccc1Oc1coc2cc(OCC(=O)O)ccc2c1=O,-9.1%,-1.0,-3.7%,i,?,7.1%,2.0%,5.1%,0.0%

# Retrieved by structure from above (3):
SMILES,MCF10A rerep,IL-1B inflam inh,ATXN2 expr inh,S2 tox,KB-3-1 tox,HT1080 IDH1KD tx,SW480 rereplic,HT1080-NT tox,KB-V1 cytotox
COc1ccc(C(=O)OCC(=O)N2CCc3ccccc3C2)cc1OC,-2.7%,-0.4,0.9%,i,nt,4.3%,-7.6%,20.7%,nt
CC(C)C[C@H](NC(=O)CCn1nnc2ccccc2c1=O)C(=O)O,-4.1%,0.0,-5.8%,i,5.2%,-4.8%,-6.2%,2.0%,?
O=S(=O)(NC1CCCCCCC1)c1ccc(F)cc1,?,nt,-10.8%,i,-0.8%,-5.6%,-6.1%,-25.3%,-13.8%
